ZTA DNA inh: blocks Epstein-Barr virus ZTA, an EBNA-1 counter-screen. hit rate 0.15% among 320,000. inhibition, % at 11 µM. P03206. ZTA-DNA binding, fluorescence polarization; in the data active = inhibition above about 33%
pPAFAH FP inh: pPAFAH (human) enzyme inhibition; Q13093; recombinant pPAFAH, FP-rhodamine probe fluorescence polarization; inhibition, % at 3.39 µM; hit rate 1.5% among 330,000; AID 463082;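 active = inhibition above the mean inhibition across the screen plus 3 SD, cut at about 25% in these data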;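 also: inhibitors block binding of the rhodamine activity-based probe so polarization drops; 0% = enzyme with DMSO and 100% = wells lacking pPAFAH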
Target sequence (Q13093 whole entry, looked up): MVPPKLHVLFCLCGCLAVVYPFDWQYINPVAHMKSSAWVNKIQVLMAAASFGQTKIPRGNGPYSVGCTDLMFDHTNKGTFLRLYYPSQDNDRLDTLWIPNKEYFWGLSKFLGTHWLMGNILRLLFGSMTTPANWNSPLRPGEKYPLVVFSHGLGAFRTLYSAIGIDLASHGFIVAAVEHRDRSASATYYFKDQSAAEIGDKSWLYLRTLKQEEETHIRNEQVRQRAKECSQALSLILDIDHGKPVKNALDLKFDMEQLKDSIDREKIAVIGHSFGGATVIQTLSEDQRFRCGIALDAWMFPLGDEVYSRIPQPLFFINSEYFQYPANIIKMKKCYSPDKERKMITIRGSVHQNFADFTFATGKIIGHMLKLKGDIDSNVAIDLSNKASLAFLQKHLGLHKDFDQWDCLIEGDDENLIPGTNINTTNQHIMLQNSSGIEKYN
EBNA-1 inh: blocks EBNA-1 binding to DNA | inhibition, % at 14.8 µM | EBNA-1 DNA binding, fluorescence polarization | hit rate 0.34% among 300,000 | AID 1950; in the data active = inhibition above about 28%
PAFAH1B3 FP inh: PAFAH1B3 (human) inhibition; Q15102; recombinant PAFAH1B3, FP-rhodamine probe, fluorescence polarization; inhibition, % at 3.39 µM; hit rate 0.28% among 340,000; AID 492972;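 active = inhibition above the screen-wide average of all tested compounds plus 3 SD, cut at about 25% in these data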;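 also: 0% = enzyme with DMSO only and 100% = wells lacking PAFAH1B3 protein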
Target sequence (Q15102 whole entry, looked up): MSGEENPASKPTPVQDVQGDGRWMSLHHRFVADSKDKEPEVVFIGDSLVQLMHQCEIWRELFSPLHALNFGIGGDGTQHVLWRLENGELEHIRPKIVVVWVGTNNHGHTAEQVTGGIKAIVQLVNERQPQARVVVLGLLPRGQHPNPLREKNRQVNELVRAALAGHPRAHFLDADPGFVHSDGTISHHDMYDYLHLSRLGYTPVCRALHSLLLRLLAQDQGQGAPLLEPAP
PREPL inh: human PREPL enzyme inhibition; Q4J6C6; recombinant PREPL, fluorescence polarization activity-based probe; inhibition, % at 5.96 µM; hit rate 0.68% among 320,000; in the data active = inhibition above about 43%;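 also: 0% = enzyme with DMSO and 100% = wells lacking enzyme; many of its hits are not listed in these tables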
PAFAH2 FP inh: PAFAH2 (human) inhibition; recombinant PAFAH2, FP-rhodamine activity probe, fluorescence polarization; Q99487; inhibition, % at 3.39 µM; AID 492956; hit rate 0.99% among 340,000;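 active = inhibition above the mean over all tested compounds plus 3 SD, cut at about 30% in these data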;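 also: inhibitors block probe labeling of enzyme so polarization drops; 0% = enzyme with DMSO and 100% = wells lacking PAFAH2 protein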
PAFAH1B2 inh: blocks human PAF acetylhydrolase 1b catalytic subunit 2. P68402. recombinant PAFAH1B2, FP-rhodamine activity probe, fluorescence polarization. inhibition, % at 3.39 µM. hit rate 1.2% among 340,000. AID 492953;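 active = inhibition above the mean of all tested compounds plus 3 SD, cut at about 24% in these data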;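 also: 0% = enzyme with DMSO and 100% = wells lacking PAFAH1B2; many of its hits are not listed in these tables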
LYPLA2 inh: blocks human lysophospholipase 2, a PME1 counter-screen; inhibition, % at 5.9 µM; recombinant LYPLA2, FP-Rh probe fluorescence polarization; hit rate 0.38% among 320,000;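 active = inhibition above the screen-wide mean plus 3 SD, limit set per campaign, cut at about 26% in these data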;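 also: 0% = LYPLA2 with DMSO and 100% = wells lacking LYPLA2 enzyme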
LYPLA1 inh: counter-screen for PME1 inhibitors: inhibitors of human LYPLA1; O75608; hit rate 0.16% among 320,000; inhibition, % at 5.9 µM; recombinant LYPLA1, FP-Rh probe fluorescence polarization;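 active = inhibition above the mean of all tested compounds plus 3 SD, set per campaign, cut at about 14% in these data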;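 also: inhibitors block serine hydrolase probe labeling of LYPLA1 so polarization falls; 0% = enzyme with DMSO and 100% = wells lacking LYPLA1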
Target sequence (O75608 whole entry, looked up): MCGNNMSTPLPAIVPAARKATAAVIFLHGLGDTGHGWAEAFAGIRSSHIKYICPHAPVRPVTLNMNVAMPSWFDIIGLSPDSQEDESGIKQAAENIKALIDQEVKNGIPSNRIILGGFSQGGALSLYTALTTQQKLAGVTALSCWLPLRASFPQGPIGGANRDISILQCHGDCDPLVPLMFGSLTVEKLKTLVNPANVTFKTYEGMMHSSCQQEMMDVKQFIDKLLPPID
* = called active by the depositor; · = not tested or not shown. This is a subset. The share of hits here may be higher or lower than overall.

Start of the listing, in advance (6 entries):
molecule	ZTA DNA inh	pPAFAH FP inh	EBNA-1 inh	PAFAH1B3 FP inh	PREPL inh	PAFAH2 FP inh	PAFAH1B2 inh	LYPLA2 inh	LYPLA1 inh
COc1ccc(CN(CC2CCCO2)C(=O)CN2C(=O)COc3ccccc32)cc1OC (stereo unspecified)	6	-6	-11	11	-1	-11	6	1	-1
CCn1c2ccccc2c2cc(NC(=O)c3ccc(Br)o3)ccc21	0	42*	12	3	16	7	0	13	9
O=C1C2C3C=CC(C3)C2C(=O)N1c1ccc(N2CCN(c3ccccn3)CC2)c([N+](=O)[O-])c1 (stereo unspecified)	-14	8	7	3	18	3	8	16	6
O=C(Cn1nnc(-c2ccccc2Cl)n1)N1CCCCC1	2	15	-7	7	4	3	2	-1	7
CC1CCCN(C(=O)Cn2nnc(-c3ccc(F)cc3)n2)C1 (stereo unspecified)	-9	10	-11	-8	4	-5	-5	4	0
CCN(CC)CCOC(=O)/C=C/c1ccccc1	9	-3	2	11	11	10	-1	3	4

This part in full (from the top)
molecule	ZTA DNA inh	pPAFAH FP inh	EBNA-1 inh	PAFAH1B3 FP inh	PREPL inh	PAFAH2 FP inh	PAFAH1B2 inh	LYPLA2 inh	LYPLA1 inh
COc1ccc(CN(CC2CCCO2)C(=O)CN2C(=O)COc3ccccc32)cc1OC (stereo unspecified)	6	-6	-11	11	-1	-11	6	1	-1
CCn1c2ccccc2c2cc(NC(=O)c3ccc(Br)o3)ccc21	0	42*	12	3	16	7	0	13	9
O=C1C2C3C=CC(C3)C2C(=O)N1c1ccc(N2CCN(c3ccccn3)CC2)c([N+](=O)[O-])c1 (stereo unspecified)	-14	8	7	3	18	3	8	16	6
O=C(Cn1nnc(-c2ccccc2Cl)n1)N1CCCCC1	2	15	-7	7	4	3	2	-1	7
CC1CCCN(C(=O)Cn2nnc(-c3ccc(F)cc3)n2)C1 (stereo unspecified)	-9	10	-11	-8	4	-5	-5	4	0
CCN(CC)CCOC(=O)/C=C/c1ccccc1	9	-3	2	11	11	10	-1	3	4
O=C(c1cccc([N+](=O)[O-])c1)N1CCN(Cc2ccccc2)CC1	2	5	-6	15	18	10	-1	2	5
Cc1ccc(NC(=O)/C(=C/C=C/c2ccccc2)NC(=O)c2ccccc2)cc1	-29	1	1	1	7	-18	4	-1	-4
CCn1nnc(NC(=O)c2cc(Cl)c(OC)c(Cl)c2)n1	4	0	7	21	10	-4	1	3	4
O=C(CC1C(=O)NCCN1Cc1cccc(C(F)(F)F)c1)NCCCOc1cccnc1 (stereo unspecified)	7	6	1	2	10	2	1	-10	-3
Cc1nc(CC(=O)Nc2nccs2)cs1	-7	2	-3	12	3	8	2	-8	-4
CCC(=O)Nc1nnc(Cc2ccccc2)s1	-4	1	2	4	2	0	2	-3	0
O=S(=O)(NCc1ccccc1)c1ccc2c(c1)OCCO2	-1	3	9	-6	4	-9	3	-1	2
COc1ccc(NC(=O)c2cnc3sccn3c2=O)cc1	-15	2	-3	-11	4	0	-5	3	-2
O=[N+]([O-])c1cccc(-c2cn3ccccc3n2)c1	-8	1	-14	-2	6	-1	-2	-3	1
CCOc1cc(/C=C(\C#N)C(=O)Nc2cccc(C(=O)O)c2)ccc1OCc1ccc(Br)cc1	7	6	5	-17	20	-26	15	-5	-5
Cc1nn2c(NCCOCCO)c3c(nc2c1-c1ccccc1)CCCC3	-4	-3	-2	4	11	2	0	5	2
CCOC(=O)/C(C#N)=C/c1ccc(SC)cc1	0	5	2	-10	-2	-9	-2	-5	-2
O=C(NC1CC2CCCC(C1)N2C(=O)Nc1ccccc1Cl)C1CC1 (stereo unspecified)	4	-1	3	7	-5	0	2	1	3
O=S1(=O)CCOCCCN1Cc1ccc(Cl)cc1	-2	4	1	10	-2	-4	3	1	-1
O=C(CSc1ncn[nH]1)Nc1ccc2c(c1)OCCO2	-19	1	-3	2	5	-1	0	6	3
CCOc1ccc(C(=O)Nc2nnc(S(=O)(=O)Nc3ccccc3C)s2)cc1	2	9	-4	-1	22	6	1	2	-2
Cc1cc(C(=O)N/N=C/c2ccc3c(c2)OCO3)c(C)n1-c1ccc(F)cc1	-8	10	-11	-1	5	0	-1	4	-2
CNC(=S)Nc1ccccc1-c1ccccc1	-2	-1	-1	9	15	-8	3	4	6
CCN(CC(=O)NCc1cccs1)C(=O)COc1ccc(C(C)=O)cc1	-23	4	·	4	-3	5	0	5	-2
O=C(COc1ccc(-c2ccccc2)cc1)NNC(=O)Nc1ccccc1	6	0	·	-4	-1	-7	1	-21	-8
COc1ccc(OC)c(NC(=O)CSc2nncc3ccc(OC)c(OC)c23)c1	-7	1	-8	1	8	11	12	1	-1
O=C(COc1ccccc1F)Nc1nc(-c2ccccn2)cs1	·	6	·	8	17	11	-4	·	·
COc1cccc(CNCCc2c[nH]c3ccccc23)c1OCc1ccccc1	-2	3	3	-1	-36	-11	1	1	0
O=S(=O)(c1ccccc1F)N1CCC(Oc2ccc(-n3cnnn3)cc2)CC1	-5	0	-8	11	-2	3	7	8	0

Other records follow.
compound,ZTA DNA inh,pPAFAH FP inh,EBNA-1 inh,PAFAH1B3 FP inh,PREPL inh,PAFAH2 FP inh,PAFAH1B2 inh,LYPLA2 inh,LYPLA1 inh
Cc1ccccc1NC(=O)c1ccc(F)c(S(=O)(=O)N2CCCCC2)c1,6,3,5,8,2,-2,9,7,-2
Brc1ccc(-c2nc(-c3ccccn3)no2)o1,-2,2,10,10,7,4,3,2,1
CCOC(=O)C1=CSC2=NS(=O)(=O)CCN12,11,0,8,6,1,3,-1,-3,0
O=C(CCc1nnc(-c2ccc3c(c2)OCO3)o1)N1CCC(c2ccc(F)cc2)C1 (stereo unspecified),4,4,-14,11,-20,4,5,2,-1
CCN(CC(=O)Nc1c(F)cccc1F)C(=O)C1CC(=O)N(c2ccc3c(c2)OCCO3)C1 (stereo unspecified),2,5,5,12,1,-4,4,-6,-2
CCCCc1ccc(NC(=O)CC(C)C)cc1,6,2,10,10,-7,2,3,4,-5
NC(=O)C1CCN(C(=O)c2cc(-c3ccc(Cl)s3)nc3ccccc23)CC1,·,3,·,8,14,4,-1,·,·
CCc1noc(C)c1C(=O)OC(C)C(=O)c1c(C)[nH]c2ccccc12 (stereo unspecified),-3,-1,·,10,14,12,-2,-1,-3
O=C(CCCN1C(=O)/C(=C/c2ccccc2)SC1=S)N1CCOCC1,-4,6,-14,1,25,2,3,-1,0
O=C(Nc1cccc2cccnc12)c1ccccc1Cl,6,2,0,·,-5,·,·,-7,-4
COc1ccc(N(C)C(=O)Nc2ccc3c(c2)nnn3C)cc1,7,3,13,4,3,4,1,0,0
Cc1cc(Cl)ccc1OCCCC(=O)NCC1CCCO1 (stereo unspecified),-2,0,4,5,7,-6,2,2,1
COCCn1c(C)cc(C(=O)CSc2nc(C)c(C)c(C)n2)c1C,-8,1,-1,2,10,4,-1,2,7
COc1ccccc1NC(=O)Nc1cccnc1,-17,-5,9,12,11,-5,-2,7,3
CCc1ccc2oc(=O)cc(CN3CCN(CCO)CC3)c2c1,-19,3,7,7,-15,1,-1,-5,-2
CCCCCCCC(=O)Nc1cc(C(=O)NCCC)ccc1N1CCC2(CC1)CC(c1ccccc1)=NO2,-2,1,4,5,42,-7,0,-2,1
CC(C)CNC(=O)[C@H](Cc1ccccc1)NC(=O)c1ccco1,-12,-3,-11,6,-7,4,-1,-6,-5
O=C(O)C1CCN(C(=O)c2ccc3c(c2)OCO3)CC1,-3,0,0,4,-1,5,3,5,-1
CCCCOC(=O)CSCC(=O)Nc1cc(C)on1,12,0,6,4,2,7,4,-3,-2
COC(=O)c1ccccc1NC(=O)CSc1nc(NC(=O)c2ccccc2)c2c(C)c(C)oc2n1,2,2,4,3,-3,3,-1,-3,-5
Cc1ccc(C(=O)N/C(=C\c2ccccc2)C(=O)NCc2ccncc2)cc1,-3,6,-8,6,-1,-2,-6,4,-1
COc1ccc(-c2cnc(SCCNC(=O)c3ccc4c(c3)OCO4)[nH]2)cc1,0,-3,-2,1,16,4,1,2,0
CCCNC(=O)Nc1ccc(C)cc1C,-8,6,-24,6,25,4,5,-2,8
Cc1ccc(N2CC(O)Cn3c2nc2c3c(=O)n(C)c(=O)n2C)cc1 (stereo unspecified),14,4,7,2,17,4,0,-3,-3
CCCn1c(N)c(C(=O)CSc2ncc(C(F)(F)F)cc2Cl)c(=O)[nH]c1=O,8,-1,13,-1,-6,-7,2,-2,-6
CCOC(=O)N/N=C(\C)c1ccccc1OC(F)F,-3,2,-4,5,2,3,-6,4,-1
CC(C)(C)C(=O)/C(=C\c1ccc([N+](=O)[O-])cc1)n1cncn1,-6,0,4,·,8,·,·,5,2
CC(C)(C)c1cc2ncnc(N3CCCCC3)c2s1,-3,16,-3,-1,12,4,5,5,1
COc1ccccc1NC(=S)N=Nc1c(O)[nH]c2ccc(Br)cc12,-8,2,1,11,-6,-2,3,2,1
COc1ccc(-c2c(N)nnc3c2[nH]c2ccccc23)cc1OC,4,1,-8,3,10,3,1,-3,0
Nc1cccc(Cl)c1N1CCOCC1,-5,3,-1,6,4,7,6,2,-2
Cc1ccc(NC(=O)COC(=O)CNC(=O)c2ccc(Br)cc2)c(C)c1,-12,7,1,1,-30,-2,5,0,-4
COc1cc(C(CC(=O)N2CCN(c3ccccc3)CC2)c2c(OC)cc(OC)c3ccc(=O)oc23)cc(OC)c1OC (stereo unspecified),-13,7,3,-3,-1,-1,-2,-6,-1
Cc1c(C(=O)N2CCCCC2C)sc2nc3n(c(=O)c12)CCC3 (stereo unspecified),4,8,5,1,-3,15,2,-3,-4
Cc1nc(C(=O)O)cc2c1[nH]c1ccccc12,8,2,3,2,10,8,5,-2,-2
COc1ccc(-c2csc(-c3[nH]cnc3N)n2)cc1,2,2,-6,8,-20,-14,9,-12,-16
CCc1cc(C(=O)N2CCN(C(=O)c3ccco3)CC2)sc1C,-6,3,0,0,-6,8,1,4,3
COCCn1c(SCC(=O)Nc2ccc3[nH]c(=O)[nH]c3c2)nc2ccccc2c1=O,-9,3,-17,-3,32,6,2,2,1
O=C(COC(=O)c1ccccc1NCc1ccco1)Nc1ccc2c(c1)OCO2,2,9,11,2,-10,13,3,-3,-3
Cn1c(SCC#N)nnc1-c1cccnc1,-7,6,-4,8,4,2,3,0,1
